All columns: NCI-60 one-dose screen, growth in % after 48 h at 10 µM unless noted; 100 = growth as untreated, 0 = no growth, -100 = all killed.
HCT-15 = HCT-15 colon cancer; 82,000 compounds, 5.2% hits; AID 1794746
HCT-116 = HCT-116 colon cancer. 82,000 compounds, 7.3% hits. AID 1794798
COLO 205 = COLO 205 colon cancer; 79,000 compounds, 7.3% hits; AID 1794742
NCI/ADR-RES = NCI/ADR-RES ovarian cells. 81,000 compounds, 4.4% hits. AID 1794790
NCI-H322M = NCI-H322M lung cancer; 80,000 compounds, 2.7% hits
NCI-H460 = NCI-H460 lung cancer; 82,000 compounds, 6.8% hits; AID 1794736
NCI-H226 = NCI-H226 lung cancer | 79,000 compounds, 3.5% hits | AID 1794732
HT29 = HT29 colon cancer. 81,000 compounds, 7.4% hits
NCI-H522 = NCI-H522 lung cancer; 78,000 compounds, 8% hits; AID 1794739
An asterisk follows results filed as active; . = no result given; & = joins results of further samples. The calls were made as follows: active = growth percent below 10; inactive = the rest. This is a subset. The share of hits here may be higher or lower than overall.

SMILES | HCT-15 | HCT-116 | COLO 205 | NCI/ADR-RES | NCI-H322M | NCI-H460 | NCI-H226 | HT29 | NCI-H522
O=C1NC(=O)C(Cc2ccccc2)(Cc2ccccc2)C(=O)N1 | 108 | 107 | 125 | 113 | 111 | 110 | 105 | 104 | 98
C[C@]1(O)CC[C@H]2[C@@H]3CCC4=CC(=O)C=C[C@]4(C)[C@@]3(Cl)[C@@H](Cl)C[C@@]21C | 100 | 96 | 102 | 93 | 92 | 103 | 102 | 106 | 93
CC(NC(=O)CCl)C(=O)O (configuration not stated) | 103 | 100 | 104 | 109 | 105 | 103 | 102 | 110 | 98
CCOC1=CC(=O)O[C@]2(CC[C@@]3(C)[C@@H](CC[C@@H]4[C@@H]3CC[C@]3(C)[C@@H](OC(C)=O)CC[C@@H]43)C2)C1 | 74 | 65 | 73 | 72 | 82 | 83 | 87 | 60 | 65
Cc1ccccc1NC(=O)CCl | 102 | 85 | 115 | 103 | 99 | 103 | 109 | 106 | 94
COC(=O)C1=C(Nc2ccccc2)C(=O)OC12C(=O)Nc1ccc([N+](=O)[O-])cc12 (configuration not stated) | 102 | 94 | 118 | 98 | 95 | 103 | 78 | 100 | 84
CN(C)c1ccccc1 | 107 | 111 | 104 | 108 | 106 | 108 | 96 | 103 | 97
Cn1c(=O)c2c(nc(-c3ccc(N(CCCl)CCCl)cc3)n2C)n(C)c1=O | 94 | 92 | 108 | 93 | 99 | 106 | 80 | 101 | .
CC(=O)OCC(=O)OC1CCC2C3CCC4=CC(=O)CCC4(C)C3CCC12C (configuration not stated) | 100 | 99 | . | 104 | 105 | 105 | 92 | 107 | 105
CCN(CC)/C(N)=N\c1nc(C)c2cc(Cl)ccc2n1 | 103 | 86 | 88 | 94 | 101 | 103 | 92 | 92 | 91
Cc1ccc(-n2c(=S)[nH]c3ccccc3c2=O)cc1F | 108 | 109 | 99 | 104 | 98 | 105 | 106 | 101 | 88
CCC1(Oc2ccccc2)C(=O)NC(=O)NC1=O | 102&107 | 113&98 | 105 | 103&115 | 114&114 | 105&117 | 97&100 | 102&98 | 102&108
COC(=O)C12CC(NC(=O)c3csc([C@@H](C[C@H](C(C)C)N(C)C(=O)[C@@H](NC(=O)[C@H]4CCCCN4C)C4CC4)OC(C)=O)n3)(C1)C2 | 14 | 1.8* | -65* | 44 | 45 | 7.2* | 15 | -8.1* | -4.1*
NN=C(N)N | 97 | 111 | 118 | 107 | 106 | 112 | 103 | 115 | 101
OC1CCCCC1N1CCC(c2ccccc2)CC1 (configuration not stated) | 110 | 94 | 107 | 100 | . | 109 | 114 | 97 | .
c1ccc2nc3c(cc2c1)CNC3 | 103 | 93 | 115 | 95 | 103 | 103 | 97 | 98 | 107
Nc1cccc(SC2CC(=O)N(c3ccc(Cl)cc3C(=O)c3ccccc3)C2=O)c1 (configuration not stated) | 86 | 82 | 117 | 88 | 107 | 94 | . | 99 | 74
O=C(Nc1ccc(Cl)cc1)N1CC1 | 106&105 | 103&107 | 106&116 | 96&106 | 99&108 | 109&110 | 94&107 | 121&115 | 101&106
S=P(c1ccccc1)(N1CC1)N1CC1 | 101 | 112 | 113 | 103 | 117 | 102 | 111 | 104 | 99
CC(C)(C)n1cc(C(=O)c2ccccc2)cc1-c1ccccc1 | 84 | 74 | 114 | 53 | 78 | 88 | 90 | 72 | 76
C=C(C(=O)OC1CC2CCC(C1)[N+]2(C)[O-])c1ccccc1 (configuration not stated) | 101 | 106 | 101 | 115 | 129 | 117 | 108 | 105 | 95
O=S(c1ccc(Cl)cc1)c1ccc(Cl)cc1 | 104 | 104 | 111 | 104 | 107 | 115 | 105 | . | 85
CCCCNP(=O)(Oc1ccccc1)Oc1ccccc1 | . | 82 | 120 | 95 | 101 | 105 | 99 | 100 | 82
N#[N+]c1cnc([O-])[nH]c1=O | 89 | 108 | 94 | -8.9* | 99 | 107 | 88 | 105 | 14
C[C@@H]1C[C@@]2(C)C(=CC1=O)CC[C@@H]1[C@@H]2[C@@H](O)C[C@@]2(C)[C@H]1CC[C@]2(C)O | 97 | 86 | 117 | 92 | 98 | 99 | 90 | 107 | 89
COc1cc2c(cc1OC)[C@@H]1N(CC2)C(=O)c2ccccc2[C@]1(C)C(=O)O | 108 | 108 | 116 | 104 | 107 | 109 | 105 | 111 | 97
Nc1ccc(CC2=NCCN2)cc1 | 104 | 111 | 109 | 108 | 118 | 108 | 101 | 111 | .
C1CC[C@@H]2NCCC[C@H]2C1 | 100 | 85 | 100 | 107 | 101 | 107 | 89 | 100 | 81
O=C1CN=C(c2ccc(Cl)cc2)c2sccc2N1 | 99 | 101 | 123 | 109 | 91 | 108 | 94 | 100 | 83
CC[N+](C)(CC)CCC(C(N)=O)(c1ccccc1)c1ccccc1 | 99 | 97 | 107 | 104 | 104 | 103 | 87 | 114 | 100
OCCN(CCO)C(Cc1ccccc1)c1ccccc1 (configuration not stated) | 109 | 100 | 119 | 95 | 106 | 104 | 93 | 86 | 88
CC1(C)N=C(N)N=C(N)N1c1ccc(CCCC(=O)Nc2ccc(S(=O)(=O)F)cc2)cc1 | 96 | 31 | 46 | 115 | . | 20 | 98 | 24 | 48
Clc1cccc(Cl)c1C(Cl)Cl | 103 | 93 | 99 | 95 | 95 | 105 | 109 | 103 | 92
CC(=O)[C@H]1CC[C@H]2[C@@H]3CC[C@@H]4C[C@H](O)CC[C@]4(C)[C@H]3C(=O)C[C@]12C | 109 | 99 | 106 | 107 | 99 | 117 | 100 | 106 | .
Nc1c(Br)cc2c3c(cccc13)-c1ccccc1-2 | 49 | 81 | 88 | 83 | 91 | 88 | 89 | 103 | .
C#CCOC(=O)Cc1ccccc1 | 102 | 107 | 97 | 98 | 109 | 107 | 102 | 104 | 99
C=CCc1ccc2c(c1)OCO2 | 108 | 97 | . | 95 | 111 | 111 | 113 | 101 | 109
CCCC[C@H](NC(=O)[C@H]1CCCN1C)C(=O)N(C)[C@H](C[C@@H](OC(C)=O)c1nc(C(=O)N[C@@H](Cc2ccccc2)C[C@H](C)C(=O)OCC)cs1)C(C)C | 19 | . | -67* | 7.1* | 33 | 7.5* | 37 | 2.0* | -12*
c1ccc(-c2ccc3ccccc3[o+]2)cc1 | 107 | 96 | 111 | 93 | . | 97 | 85 | 89 | 81
C[C@H](c1ccccc1Cl)n1cc(C(N)=O)nn1 | 94 | 99 | 119 | 105 | 99 | 100 | 95 | 104 | 93
Nc1cccc(Cl)c1 | 97 | 96 | 111 | 101 | 95 | 110 | 100 | 107 | 115
Cc1cccc(N)c1 | 104 | 100 | 99 | 101 | 93 | 107 | 90 | 105 | 115
COc1ccc(C2SCC(=O)Nc3c2c(C)nn3-c2nc3ccc(C)cc3s2)cc1O (configuration not stated) | 24 | 34 | 35 | 17 | 56 | 16 | 68 | 10 | 1.7*
CC12CCC3C(C=CC45CC(O)CCC34C5)C1CCC2OC1CCCCO1 (configuration not stated) | 104 | 109 | 115 | 108 | 112 | 103 | 101 | 109 | 98
CCCCCSC1C2C(=O)C(Br)=CC13CCNc1c(O)c4c5c(c13)=[N+]2CCC=5C=N4 (configuration not stated) | -48* | -92* | -77* | 29 | 2.9* | -34* | -5.1* | -32* | -64*
NC(N)=Nc1ccc(N)cc1 | 104&113 | 86&98 | 113&110 | 98&110 | 107&71 | 102&110 | 99 | 106&105 | 87&97
CCCCOP(=O)(CCCC)OCCCC | 99 | 95 | 109 | 107 | 114 | 106 | 90 | 102 | 88
c1ccc(CNC2CN3CCC2CC3)cc1 (configuration not stated) | 107&101 | 106&102 | 109&107 | 101&103 | 115&108 | 108&108 | 106&111 | 109&102 | 118&89
Nc1c(S(=O)(=O)O)cc(Nc2ccc(S(=O)(=O)O)c(Nc3nc(Cl)nc(Cl)n3)c2)c2c1C(=O)c1ccccc1C2=O | 97 | 89 | 109 | 105 | 117 | 106 | 89 | 119 | 88
COc1ccc(C(=O)/C=C/c2sc(N(CCCl)CCCl)nc2Cl)cc1 | 101 | 79 | 109 | 105 | 95 | 100 | 92 | 105 | 79
CCOC(=O)C1=C(Nc2ccccc2)C(=O)OC12C(=O)Nc1ccccc12 (configuration not stated) | 105 | 109 | 119 | 107 | 103 | 108 | 115 | 111 | 96
Cc1ccc2nc(N)n(-c3ccccc3)c(=O)c2c1 | 78 | 96 | 111 | 95 | . | 101 | 98 | 100 | 99
COc1cccc(C2CCN(C)C2)c1 (configuration not stated) | 112 | 103 | 109 | 101 | 95 | 106 | 101 | 103 | 97
C1CC2NCCC3NCCC(N1)N32 (configuration not stated) | 101 | 106 | 112 | 103 | 86 | 139 | 105 | 106 | 93
Cc1cc([Se][Se]c2cc(C)c(C)cc2[N+](=O)[O-])c([N+](=O)[O-])cc1C | 101 | 98 | . | 106 | 101 | 107 | 106 | 101 | 93
CCN(CC)CCOC(=O)C(O)(c1ccccc1)c1ccccc1 | 106 | 104 | 118 | 105 | 96 | 108 | 97 | 98 | 92
NC(=O)NC(=O)CCl | 84 | 83 | 88 | 91 | 106 | 94 | 111 | 90 | 69
C=C[Se]CC(=O)/C=C/c1ccccc1 | 96 | 56 | 109 | 88 | 6.0* | 13 | 98 | 81 | 89
[N-]=[N+]=NC1=NS(=O)(=O)c2ccccc21 | 95 | 101 | 110 | 98 | 104 | 103 | 100 | 110 | 99
C[N+]1(C)C2CCC1CC(OC(=O)C(CO)c1ccccc1)C2 (configuration not stated) | 111 | 112 | 123 | 106 | 111 | 118 | 113 | 110 | 111

Individual results from the results shown.
HCT-116 result of CCOC(=O)C1=C(Nc2ccccc2)C(=O)OC12C(=O)Nc1ccccc12 (configuration not stated) is entered as 109
NCI-H322M result of N#[N+]c1cnc([O-])[nH]c1=O is entered as 99

Continued.
SMILES | HCT-15 | HCT-116 | COLO 205 | NCI/ADR-RES | NCI-H322M | NCI-H460 | NCI-H226 | HT29 | NCI-H522
C[C@]12CC[C@H]3[C@@H](C[C@@H]4SC(Nc5cccc(F)c5)=N[C@@]45CC(=O)CC[C@]35C)[C@@H]1CCC2=O | 6.9* | -69* | 48 | 55 | 56 | 52 | 72 | -3.3* | -44*
O=C1NC(=O)C(=Cc2ccncc2)C(=O)N1 | 96 | 97 | 95 | 103 | 93 | 103 | 92 | 97 | 95
CC1C=CCCC12C(=O)NC(=O)NC2=O (configuration not stated) | 116 | 101 | 114 | 96 | 94 | 101 | 99 | 101 | 107
CCOP(=O)(OCC)N(CCCSC/C=C(\C)CC/C=C(\C)CCC=C(C)C)CCCN1CCN(C)CC1 | 105 | 84 | 75 | 109 | 88 | 87 | 88 | 58 | 47
CO[C@H]1CC[C@@]2(C)C(=CC[C@@H]3[C@@H]2CC[C@]2(C)C(=O)C(=O)C[C@@H]32)C1 | 103 | 97 | 118 | 104 | 120 | 102 | 96 | 106 | 98
COC(=O)[C@@H](C)C[C@H](Cc1ccccc1)NC(=O)c1csc([C@@H](C[C@H](C(C)C)N(C)C(=O)[C@@H](NC(=O)[C@H]2CCCCN2C)C(C)C)OC(C)=O)n1 | 15 | -21* | -70* | 5.6* | 47 | 2.4* | 32 | 5.2* | -32*
O=[N+]([O-])c1ccccc1-c1ccccc1 | 99 | 104 | 110 | 98 | 120 | 111 | 110 | 101 | 102
NC1Cc2ccccc2C1 | 104 | 97 | 110 | 101 | 100 | 109 | 96 | 92 | 81
CC1=C(Cl)C(P2(=O)Oc3ccccc3-c3ccccc32)CP(=O)(c2ccccc2)C1 (configuration not stated) | 107 | 105 | 122 | 94 | 102 | 98 | 101 | 108 | 95
O=P(O)(Oc1ccccc1)c1ccccc1 | 108 | 102 | 109 | 108 | 114 | 106 | 104 | 108 | 94

By substructure: the compounds so far with a carbonyl joined to an NH by a bond outside any ring (ten)
SMILES | HCT-15 | HCT-116 | COLO 205 | NCI/ADR-RES | NCI-H322M | NCI-H460 | NCI-H226 | HT29 | NCI-H522
CC(NC(=O)CCl)C(=O)O (configuration not stated) | 103 | 100 | 104 | 109 | 105 | 103 | 102 | 110 | 98
Cc1ccccc1NC(=O)CCl | 102 | 85 | 115 | 103 | 99 | 103 | 109 | 106 | 94
COC(=O)C12CC(NC(=O)c3csc([C@@H](C[C@H](C(C)C)N(C)C(=O)[C@@H](NC(=O)[C@H]4CCCCN4C)C4CC4)OC(C)=O)n3)(C1)C2 | 14 | 1.8* | -65* | 44 | 45 | 7.2* | 15 | -8.1* | -4.1*
O=C(Nc1ccc(Cl)cc1)N1CC1 | 106&105 | 103&107 | 106&116 | 96&106 | 99&108 | 109&110 | 94&107 | 121&115 | 101&106
CC[N+](C)(CC)CCC(C(N)=O)(c1ccccc1)c1ccccc1 | 99 | 97 | 107 | 104 | 104 | 103 | 87 | 114 | 100
CC1(C)N=C(N)N=C(N)N1c1ccc(CCCC(=O)Nc2ccc(S(=O)(=O)F)cc2)cc1 | 96 | 31 | 46 | 115 | . | 20 | 98 | 24 | 48
CCCC[C@H](NC(=O)[C@H]1CCCN1C)C(=O)N(C)[C@H](C[C@@H](OC(C)=O)c1nc(C(=O)N[C@@H](Cc2ccccc2)C[C@H](C)C(=O)OCC)cs1)C(C)C | 19 | . | -67* | 7.1* | 33 | 7.5* | 37 | 2.0* | -12*
C[C@H](c1ccccc1Cl)n1cc(C(N)=O)nn1 | 94 | 99 | 119 | 105 | 99 | 100 | 95 | 104 | 93
NC(=O)NC(=O)CCl | 84 | 83 | 88 | 91 | 106 | 94 | 111 | 90 | 69
COC(=O)[C@@H](C)C[C@H](Cc1ccccc1)NC(=O)c1csc([C@@H](C[C@H](C(C)C)N(C)C(=O)[C@@H](NC(=O)[C@H]2CCCCN2C)C(C)C)OC(C)=O)n1 | 15 | -21* | -70* | 5.6* | 47 | 2.4* | 32 | 5.2* | -32*

Screening data as filed in PubChem.
